Compound activity deposited in PubChem by several laboratories.
E coli RNAP = inhibitors of Escherichia coli RNA polymerase. P0A8V2. E. coli RNA polymerase, fluorescence transcription assay. inhibition, %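 (tested at 10 µM)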. 62,000 compounds, 0.2% hits. AID 559; in the data active = inhibition above about 20%;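 note: 0% = enzyme without compound and 100% = no enzyme blank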
M1 agonist = activates the M1 muscarinic receptor | B-score at 10 µM | CHO-M1 cells, Fluo-4 calcium fluorescence, agonist mode; active compounds read high | 64,000 compounds, 3% hits;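 active = fluorescence rise, raw or as B-score row- and column-corrected plate score, outside the 99.7% band of its plate's samples, either direction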
TNAP act mid DEA = activators of human TNAP at intermediate phosphate acceptor; P05186; purified TNAP, CDP-star luminescence, 100 mM DEA, 30 min; active compounds read high; scale: 0 levamisole-inhibited, 1 vehicle-only enzyme; activation factor at 20 µM; 64,000 tested, under 10 active; AID 813;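 active = activation factor of at least 2 at 20 µM, relative to controls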
Target sequence (P05186 whole entry, looked up): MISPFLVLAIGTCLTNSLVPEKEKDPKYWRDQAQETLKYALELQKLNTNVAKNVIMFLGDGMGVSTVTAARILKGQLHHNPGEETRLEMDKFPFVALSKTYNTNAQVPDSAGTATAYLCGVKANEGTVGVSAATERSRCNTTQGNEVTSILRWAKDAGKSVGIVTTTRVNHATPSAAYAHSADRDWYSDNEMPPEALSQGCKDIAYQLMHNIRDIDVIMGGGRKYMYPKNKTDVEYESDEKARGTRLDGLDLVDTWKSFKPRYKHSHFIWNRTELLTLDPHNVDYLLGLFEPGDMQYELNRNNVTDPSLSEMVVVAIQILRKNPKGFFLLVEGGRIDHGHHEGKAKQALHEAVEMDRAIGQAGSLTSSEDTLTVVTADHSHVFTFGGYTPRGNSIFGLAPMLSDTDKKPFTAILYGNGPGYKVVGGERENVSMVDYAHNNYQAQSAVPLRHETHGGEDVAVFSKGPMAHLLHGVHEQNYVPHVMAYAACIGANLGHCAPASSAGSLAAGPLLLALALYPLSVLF
RORa activator = RORA (human) activation. P35398. CHO-K1 Gal4-RORA LBD luciferase reporter, luminescence; percent increase over mock-subtracted basal signal. activation, % at 10 µM. 65,000 compounds, 1.5% hits;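 active = activation above the mean of all tested compounds plus 3 SD, cut at about 49% in these data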;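 note: 0% = DMSO-treated RORA cells and 100% = added signal equal to DMSO minus mock-transfected cells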
Autofluor 339 = intrinsic fluorescence of library compounds, ex339/em460 – biochemical, MLSMR library, data from DPM-DC assay, artefact control, profiling panel; 65,000 compounds, 5.5% hits; AID 709; compound autofluorescence, ex339/em460 nm, NADH buffer; active compounds read high; 1 = no-compound wells, NADH background; fluorescence fold increase at 10 µM;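 active = at 10 µM, mean starting fluorescence two-fold or more over control wells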;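 note: signal is the first read of a kinetic run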
tolC growth inh = growth inhibitors of E. coli BW25113 tolC mutant; OD615; growth inhibition, % at 10 µM (by protocol); 65,000 compounds, 2.2% hits; AID 573;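 active = growth inhibition at or above a cutoff equal to the mean over every tested compound plus 3 SD, cut at about 60% in these data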;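 note: growth measured after 20 h incubation at 37 °C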
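Test system – E. coli BW25113 ΔtolC::kan, tolC deletion mutant strain · Detection – OD at 615 nm · Buffer or medium – LB with kanamycin 50 µg/mL · Times – 20 h compound exposure of bacteria at 37 °C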
NADH enzymes = inhibitors of enzymes used to reach an NAD/NADH endpoint. IC50, µM (doses to about 10 µM), for inactives: at the highest dose inhibition. 65,000 compounds, 0.02% hits. coupled PK/LDH NADH assays, four targets;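 active = single-dose screening hits from any of four coupled enzyme assays that gave an IC50 when retested across doses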;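 note: the DPM-DC format reads NADH fluorescence rather than 340 nm absorbance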
M1 antagonist = M1 muscarinic receptor (rat) antagonism. CHO-M1 cells, Fluo-4 calcium, ACh EC80 antagonist mode; active compounds read low. AID 628. P08482. 64,000 compounds, 3.4% hits. B-score at 10 µM;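 active = calcium fluorescence response, raw or row-and-column corrected B-score, differing from the plate sample mean either way at a set confidence level, mostly lower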
Target sequence (P08482 whole entry, looked up): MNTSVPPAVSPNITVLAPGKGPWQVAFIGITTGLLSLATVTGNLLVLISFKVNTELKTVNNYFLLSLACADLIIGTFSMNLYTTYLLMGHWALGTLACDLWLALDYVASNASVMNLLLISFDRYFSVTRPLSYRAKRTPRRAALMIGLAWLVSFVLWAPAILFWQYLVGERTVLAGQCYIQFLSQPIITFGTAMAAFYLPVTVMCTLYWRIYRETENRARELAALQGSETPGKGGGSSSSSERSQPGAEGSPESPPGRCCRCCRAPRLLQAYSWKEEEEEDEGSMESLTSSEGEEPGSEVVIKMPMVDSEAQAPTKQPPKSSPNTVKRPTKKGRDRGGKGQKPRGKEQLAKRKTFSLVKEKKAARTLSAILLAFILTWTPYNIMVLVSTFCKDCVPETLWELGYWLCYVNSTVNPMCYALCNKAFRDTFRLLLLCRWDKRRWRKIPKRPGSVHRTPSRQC
SF1 activator = activates the human nuclear receptor SF-1. CHO-K1 Gal4-SF-1 LBD luciferase reporter; % increase over DMSO SF-1-specific signal. activation, % at 10 µM. 65,000 compounds, 1.9% hits. AID 522;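 active = activation above the mean activation of all tested compounds plus 3 SD, cut at about 50% in these data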
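Test system: CHO-K1 cells co-transfected with Gal4 DBD–human SF-1 LBD, 5xGal4 luciferase reporter. Quantity: 4,000 cells per well. Compound: 10 µM only. Incubation: compound added 1 h post-seeding, 20 h exposure at 37 °C, 5% CO2. Detection: SteadyLite luciferase luminescence. Replication: one test per compound.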
Starred values were filed as active, the others as inactive; . = not tested or not shown; [ ] = dose if it differs, or a comment. The order is random, and some 15% of all compounds hit somewhere here.

mol	M1 agonist	TNAP act mid DEA	RORa activator	M1 antagonist	SF1 activator	Autofluor 339	tolC growth inh	E coli RNAP	NADH enzymes
Cc1nc2nc[nH]n2c(=O)c1NC(=O)CC12CC3CC(CC(C3)C1)C2	0.21	0.9	-1	0.49	-15	1.1	-14	6	3%
COc1cc(C2C3=C(CC(c4ccco4)CC3=O)Nc3ccccc3N2C(C)=O)cc(OC)c1OC (stereo not drawn)	-0.62	0.9	-3	0.43	-8	1.3	-7	4	6%
O=S(=O)(NCc1ccco1)c1ccc2c(c1)Cc1ccccc1-2	2.2	0.9	-11	0.41	13	1.3	10	10	8%
CC(C)CCn1nnnc1C(c1ccc(F)cc1)N1CCN(C(=O)c2ccco2)CC1 (stereo not drawn)	-0.3	0.7	-13	0.16	-4	1.1	-1	3	9%
C=CCS/C(=N\n1cnc2ccccc2c1=O)N1CCCCC1	0.5	0.9	30	-0.8	29	1.1	-9	-3	7%
CC(=O)Nc1nc(CC(=O)c2ccccc2)cs1	0.69	1	0	0.15	-5	1.1	-5	3	0%
Cc1cc(C(=O)CSc2nnc(-c3cccs3)n2Cc2ccccc2)c(C)n1C	-0.033	1	-29	0.2	-5	1.1	30	-6	4%
CC1=CC(c2ccccc2)n2nc(N3C(=O)c4ccccc4C3=O)nc2N1 (stereo not drawn)	0.27	0.9	-12	-0.015	2	1.1	-7	-2	5%
O=C(CCCN1C(=O)c2ccccc2C1=O)N1CCN(c2ccccn2)CC1	0.49	1	10	-0.16	-19	1.1	1	-5	9%
CSc1nc2c(cnn2-c2ccc(C)c(C)c2)c(=O)[nH]1	-1.9	0.9	5	-0.96	-5	1	-19	1	2%
CCOc1cccc(-c2nnc3sc(COc4ccc(Cl)cc4)nn23)c1	-0.72	0.9	14	0.0087	-8	1.2	4	2	6%
CC(=O)c1c(C)[nH]c(C(=O)NC2=NCCS2)c1C	-0.57	1	13	0.16	14	1	-17	5	3%
C/C(=C\C(=O)c1ccc(C)o1)Nc1ccc(C(=O)O)cc1C	0.065	0.9	4	3*	3	1.1	12	1	1%
COCCn1c(SCC(=O)Nc2nnc(C)s2)nnc1-c1c[nH]c2ccccc12	-0.98	0.9	-5	0.87	4	1.1	-11	5	2%
O=C(COc1ccccc1)N1CCN(S(=O)(=O)c2cccs2)CC1	-1.7	0.9	-1	0.83	-25	1.1	-5	5	5%
COc1ccc(NC(=O)C2CCN(c3cc(C)nc(-c4ccccc4)n3)CC2)cc1	0.76	0.9	5	-1.5	3	1.1	29	5	8%
Cn1nnc(NC(=O)CSc2nnnn2-c2ccc(F)cc2)n1	0.12	0.9	-17	1.1	-1	1.1	-11	3	2%
Cc1cc(NC(=O)c2ccccc2-c2ccccc2C(=O)O)no1	-0.37	1	-6	0.43	-13	1.1	-11	4	9%
CCOC(=O)c1[nH]c(C)c(C(=O)OCC)c1C	0.037	1	24	0.14	34	1.1	6	9	0%
CNC(=O)c1ccccc1NC(=O)c1cccc(S(=O)(=O)N2CCC(C)CC2)c1	1.5	1	-23	0.0059	-19	1.1	24	10	6%
CCOC(=O)C(Cc1cc(C(C)=O)ccc1OCC)C(=O)OCC	0.91	1	-4	0.29	16	1.1	11	11	3%
c1coc(-c2nnc(-c3ccc4c(c3)OCO4)o2)c1	-0.2	0.9	9	0.079	42	2.2*	0	7	4%[fluoresces]
NC(=O)CN(c1ccc(Cl)cc1)S(=O)(=O)c1ccccc1	0.25	0.8	5	-0.32	2	1.1	-7	8	6%
O=C(NCc1ccccc1)C1C(=O)N(Cc2ccccc2)C(=O)C1C1(O)CCCC1 (stereo not drawn)	2.4	0.9	-13	-0.73	-4	1.1	17	-8	3%
O=C(CSc1nc2nc[nH]c2c(=O)[nH]1)NC1CCCCC1	-1.2	0.9	4	-0.29	9	1.1	-16	6	7%
Cc1nc2cc(C(F)(F)F)ccc2n1C1CCN(CC(=O)N2CCOCC2)CC1	0.64	0.9	-12	0.024	-6	1.1	-24	7	9%
Cc1cc(C(=O)CSc2nnc(-c3ccco3)o2)c(C)n1CC1COc2ccccc2O1 (stereo not drawn)	0.0095	0.9	6	-0.092	-27	1	22	6	2%
CCCC(C)C(=O)Nc1ccc(C(N)=O)cc1 (stereo not drawn)	0.27	0.9	-8	0.15	6	1.1	-10	9	0%
Cc1ccc(S(=O)(=O)N(C)c2ccc(C(=O)O)cc2)cc1	-0.28	1	-23	0.37	5	1.1	-2	1	6%
O=C(NCc1ccc2c(c1)OCO2)c1cnc2ccccn2c1=O	0.22	0.9	0	-0.87	10	1.1	-9	2	4%
COc1ccc(CC(=O)Nc2nc3ccccc3s2)cc1S(=O)(=O)N1CCOCC1	-0.8	0.9	1	-0.9	13	1.1	9	6	3%
CCc1nnc(NC(=O)CSc2nnc(-c3c[nH]c4ccccc34)n2CC)s1	0.031	0.9	-5	0.51	6	1.1	3	5	5%
CCCCN(C)c1nc(-c2ccco2)c2c(c1C#N)CC(C)(C)OC2	-0.22	1	1	0.35	-4	1.8	11	6	7%
COc1ccccc1CNC(=O)COc1ccccc1OC	0	1	-4	0	-10	1.1	-23	2	4%
CS(=O)(=O)N1CCN(C(=O)C2c3ccccc3Oc3ccccc32)CC1	-0.28	0.9	-14	-2.2*	-2	1.1	-16	-6	10%
CCOc1cccc(-c2nnc3sc(COc4ccc(C)cc4)nn23)c1	-1.2	1	1	0.046	1	1.1	14	10	4%
Cc1nc2ccccc2n1CCc1nc2c3ccccc3nc(SCC(=O)NCc3ccco3)n2n1	0.39	0.9	3	-1.1	11	1.1	10	10	5%
CCN1C(=O)CC(N2CCC(Nc3ccc(OC)cc3)CC2)C1=O (stereo not drawn)	-0.36	0.9	0	0.39	-9	1.1	-4	.	9%
Cn1c(=O)c2c(SCc3ccccn3)nc(-c3ccccc3)nc2n(C)c1=O	-0.23	0.9	-12	1.1	13	1.1	9	10	2%
Cn1c(=O)c2nc(NCc3ccccc3)cnc2n(C)c1=O	10*	1	-6	1.3	4	3.9*	-13	-2	13%
CCOc1nc(-c2ccc(C)cc2)ccc1-c1noc(COC)n1	0.82	0.9	17	0.15	0	1.8	8	5	8%
COc1cccc(CNC(=O)C2CCCN(S(=O)(=O)c3c(C)n[nH]c3C)C2)c1 (stereo not drawn)	-0.1	0.8	20	-0.4	1	1.1	-14	9	7%
O=C(O)C1CCCCN1S(=O)(=O)c1cccc2nsnc12 (stereo not drawn)	-1.6	1.1	14	-0.96	8	1.1	6	9	4%
CCCn1nnc(NC(=O)c2ccc(Cl)cc2Cl)n1	-0.23	0.9	16	-1.3	47	1.1	-10	2	4%
CC(=O)Cc1nsc(NC(=O)c2ccc(-c3ccccc3Cl)o2)n1	-0.73	.	7	-0.16	17	1.3	51	.	13%
CCOC(=O)C1=C(c2ccccc2)N2CCN=C2S1	-0.0095	0.9	2	-0.33	-3	1.1	12	2	3%
Brc1ccc(CSc2ncn[nH]2)cc1	1.4	1	14	-0.23	15	1.1	12	-2	1%
N#CCCCn1c(-c2ccccc2)noc1=O	-0.27	0.9	-4	0.15	4	1.1	3	8	2%
CCOC(=O)N1CCN(S(=O)(=O)c2cc3c(cc2C)NC(=O)CO3)CC1	-0.7	0.9	-12	-2.1	-12	1.1	-3	1	8%
Cn1c(-c2nonc2NC(=O)c2ccc(C(C)(C)C)cc2)nc2ccccc21	1.4	0.9	-13	1.5	-6	2.6*	-22	-3	11%
Cc1oncc1C(=S)Nc1ccccc1	-0.58	0.9	14	0.35	7	1.1	-1	-6	5%
Nn1c(SCc2cccc(C(F)(F)F)c2)nnc1-c1ccco1	-0.31	0.9	0	0.37	-1	1.8	-8	4	6%
COc1ccccc1N1CCN(C(c2ccc(F)cc2)c2nnnn2C(C)C)CC1 (stereo not drawn)	-0.52	0.9	11	0.067	-9	1	6	-3	3%
CCOC(=O)Cc1csc(NC(=O)c2cccc(OC)c2)n1	0.28	0.9	5	-0.14	-3	1	-4	5	3%
CS(=O)CSc1nc2c(cc1C#N)CCCC2 (stereo not drawn)	-0.2	1	-6	-9.3*	-8	1.1	46	7	5%
CCc1c(C(=O)Nc2nnc(C3CC3)s2)csc1C	0.56	1	26	0.011	40	1.1	-1	0	3%
CCN(CC)c1nc(N)nc(NS(=O)(=O)c2ccc(Cl)cc2)n1	0.63	1	-18	0.15	-9	1.1	12	2	7%
CC(CN1CCN(C)CC1)OC(=O)c1ccc(Cl)cc1Cl (stereo not drawn)	-1	0.8	-11	-1.1	8	1	3	8	3%
CC(C)Cn1cnc2c(c1=O)c1nc3ccccc3nc1n2Cc1ccc2c(c1)OCO2	0.051	1	-12	0.88	25	1.6	4	5	12%
CCOC(=O)c1sc2nc(N3CCOCC3)c3c(c2c1N)CCC3	2*	1	-4	-0.4	0	3.6*	8	-14	11%[fluoresces]

Pulled by structure from above, 3 records:
mol	M1 agonist	TNAP act mid DEA	RORa activator	M1 antagonist	SF1 activator	Autofluor 339	tolC growth inh	E coli RNAP	NADH enzymes
CCN(CC)c1nc(N)nc(NS(=O)(=O)c2ccc(Cl)cc2)n1	0.63	1	-18	0.15	-9	1.1	12	2	7%
Cn1c(=O)c2c(SCc3ccccn3)nc(-c3ccccc3)nc2n(C)c1=O	-0.23	0.9	-12	1.1	13	1.1	9	10	2%
N#CCCCn1c(-c2ccccc2)noc1=O	-0.27	0.9	-4	0.15	4	1.1	3	8	2%

(listing goes on)
mol	M1 agonist	TNAP act mid DEA	RORa activator	M1 antagonist	SF1 activator	Autofluor 339	tolC growth inh	E coli RNAP	NADH enzymes
COc1ccc(OC)c(C2C(C(C)=O)=C(O)C(=O)N2c2ccc(F)cc2)c1 (stereo not drawn)	.	0.9	-16	.	-9	0.98	-7	10	5%
c1cnc(NCCNc2ncccn2)nc1	0.28	0.9	4	0.65	7	1	-21	20	2%
N=c1c(S(=O)(=O)c2ccccc2)cc2c(=O)n3ccccc3nc2n1Cc1ccco1	9*	0.9	35	0.14	4	4*	8	-18	13%[fluoresces]
CCCCC(CCC(=O)Nc1ccccc1C(=O)OCC)C(=O)O (stereo not drawn)	1.5	1	4	-4.3*	7	1.1	5	6	7%
CC(C(=O)N1CCN(C)CC1)N1C(=O)c2ccccc2C1=O (stereo not drawn)	.	0.8	5	.	0	1.1	-2	2	3%
Cc1ccccc1-n1c(SCC(=O)N2CCN(c3ccccc3)CC2)nnc1-c1ccncc1	-0.4	1	-21	0.45	-13	1.1	5	-1	7%
CC(C)c1nnc(NC(=O)c2c(O)c3cccc4c3n(c2=O)CC4)s1	-1.3	0.9	-23	0.016	-5	1.6	100*	-5	4%
CC(=O)c1cccc(S(=O)(=O)N2CCN(c3nc4cc(C)cc(C)c4cc3C#N)CC2)c1	-0.17	0.8	-8	-0.19	-1	2.2*	-5	5	0%
COc1ccc(NC(=O)C2CCCN2C(=O)NC2CCCCC2)cc1OC (stereo not drawn)	-0.32	0.9	-15	0.11	-2	0.99	-24	7	6%
CC(C)[C@H](NC(=O)Nc1ccc(S(N)(=O)=O)cc1)C(=O)O	-0.36	0.9	7	-0.53	0	1.1	-22	3	2%
